Compound activity as filed in PubChem BioAssay.
FEN1 inhibitor = inhibitors of human flap endonuclease 1. P39748. Recombinant FEN1 flap cleavage, fluorescence, 15 min. hit rate 0.35% among 390,000. Potency, µM (titrated, usually from 114 µM), without a hit: top-dose activity change, negative = inhibition, actives largely listed as inhibitors; further: nearly all actives have a fitted effect of over 65% in size
Target sequence (P39748 whole entry, looked up): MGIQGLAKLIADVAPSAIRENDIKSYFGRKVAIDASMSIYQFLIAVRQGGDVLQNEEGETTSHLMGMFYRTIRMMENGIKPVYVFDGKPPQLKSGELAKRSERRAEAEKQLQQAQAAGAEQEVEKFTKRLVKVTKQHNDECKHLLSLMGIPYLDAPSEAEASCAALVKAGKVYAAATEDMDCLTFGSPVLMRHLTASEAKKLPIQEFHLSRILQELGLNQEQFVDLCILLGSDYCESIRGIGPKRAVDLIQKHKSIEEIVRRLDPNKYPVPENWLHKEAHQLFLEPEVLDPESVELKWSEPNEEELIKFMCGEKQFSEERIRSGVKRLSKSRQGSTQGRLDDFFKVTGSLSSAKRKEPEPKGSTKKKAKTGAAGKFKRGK
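With each library titrated from low to high concentration, compounds met 10 nM FEN1 for 15 min at room temperature before 50 nM substrate was added; readings at 0 and 15 min fed four-parameter Hill curve fits.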
N370S GC mod = N370S glucocerebrosidase modulation, Gaucher chaperone candidate. P04062. N370S GC spleen homogenate, 4MU-glucoside fluorescence. Potency, µM (titrated, usually from 59.4 µM), for the others: top-dose activity change, negative = inhibition, most hits filed as inhibitors. hit rate 0.092% among 330,000. AID 2101;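 further: 0% = full enzyme activity and -100% = no enzyme basal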
KAT2A inh = inhibitors of human GCN5L2 histone acetyltransferase; Q92830; hit rate 0.21% among 390,000; GCN5L2 HAT assay, ThioGlo1 CoA-SH fluorescence; Potency, µM (highest dose often 58.9 µM), for the others: top-dose activity change, negative = inhibition, most hits filed as inhibitors
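Fluorescence readout, Ex340nm/Em540nm: ThioGlo1 (50uM final) reacts with free CoA thiol released as 20nM GCN5L2 acetylates H3(1-25) peptide (75uM) using acetyl-CoA (70uM). Compound and enzyme sat 15 min beforehand; 20 min room-temperature reaction.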
Starred values were filed as active, the others as inactive; ? = inconclusive; · = no result given; & = joins results of further samples; [ ] = dose if it differs, or a comment. The call rests on the fitted dose curve; in most records, active means well fitted curve in the direction sought with a large enough effect; inconclusive means small, poorly fitted or top-dose-only effect, or another doubt; inactive means no such curve, though single readings can be large; an effect the other way counts as inactive or inconclusive. Unless noted, on the % scale 0 is the no-effect control and ±100 the full control effect; potency means the concentration at half of the fitted maximal effect.

FEN1 inhibitor	N370S GC mod	KAT2A inh	canonical_smiles
-3%	4%	-4%	CC/C(=N\NC(=O)c1csc(C)c1C)c1cccs1
-4%	·	-3%	Cc1nc2sc(C(=O)N(C)c3ccccc3)c(NC(=O)c3ccccc3Cl)c2c(C)c1C
12%	1%[12.8 µM]	-6%	Cc1ccc(NCC(=O)N/N=C\C(Br)=C\c2ccccc2)cc1
2%	?	-2%	O=C(NCCc1ccc(Cl)cc1)C1(c2ccccc2)CC1
-13%	3%	0%	COC(=O)c1cc(C(=O)OCC(=O)N2c3ccccc3NC(=O)C2(C)C)cc([N+](=O)[O-])c1
-7%	·	-3%	CC1CCN(C(=O)c2[nH]cnc2C(=O)N2CCN(C(=O)OC(C)(C)C)CC2)CC1
-5%	1%	-2%	CCCn1c(N)c(N(CCOC)C(=O)c2cccc(F)c2)c(=O)[nH]c1=O
-3%	17%	-4%	COc1ccc(/C=N/NC(=O)c2ccco2)cc1Cn1nc(C)cc1C
-9%	8%	-2%	COc1ccc(Br)c(C(=O)Nc2cccc(Cl)c2Cl)c1
2%	4%	-11%	CCCNC(=O)CN1C(=O)NC2(CCCc3cc(OC)ccc32)C1=O (centres undefined)
19%	·	19%	CC(C)(C)C1CCc2c(sc(NC(=O)c3cc(-c4ccc(F)cc4)on3)c2C#N)C1 (centres undefined)
0%	12%	2%	CCCN1CCc2[nH]c(=S)[nH]c(=O)c2C1
4%&5%	26%	-10%&-5%	Cc1cccc(N2CCN(C(=O)COCc3cc(-c4ccc5c(c4)OCO5)on3)CC2)c1C
-3%	0%	-2%	CCCCCCC(C)n1[nH]c(=O)cc1N (centres undefined)
13%	-3%	-1%	COc1cc2c(cc1OC)C(c1cccc([N+](=O)[O-])c1)N(C(=O)CCC(=O)O)CC2 (centres undefined)
17%	·	-28%	O=C(COCc1cc(-c2ccco2)on1)Nc1cc(Cl)ccc1O
18%	·	1%	Cc1coc2cc3oc(=O)c(CC(=O)NCCc4ccccc4)c(C)c3cc12
?	·	-8%	C[C@@H]1O[C@@H](O[C@H]2[C@H](O)[C@@H](O)[C@H](Oc3c(-c4ccc(O)c(O)c4)oc4cc(O)cc(O)c4c3=O)O[C@@H]2CO)[C@H](O)[C@H](O)[C@H]1O
-11%	2%	-4%	NC(=O)CSc1nnc(COc2ccccc2)n1N
9%	·	-8%	O=C(C[C@H]1C[C@H](C(=O)N2CCCCC2)[C@@]2(CCc3ccccc3)c3[nH]c4ccc(Cl)cc4c3CCN2C1=O)NCc1ccco1
4%	3%	-7%	COc1ccc(Cl)cc1NC(=O)C1CCCN(S(=O)(=O)c2cccc3nonc23)C1 (centres undefined)
-4%	-3%	-7%	Cc1cc(C)cc(C(=O)NCc2ccc3c(c2)OCO3)c1
-8%	2%	3%	CCC(=O)NC(c1ccccc1)c1c(OC(C)=O)ccc2ccccc12 (centres undefined)
-11%	·	6%	CCCCN(C(=O)CSCC(=O)Nc1ccc(C)cc1)c1c(N)n(CC(C)C)c(=O)[nH]c1=O
-2%	·	-4%	Cc1ccc2oc(=O)n(CCCOc3ccc(Cl)cc3)c2c1

Structures listed so far that contain sulfur:
FEN1 inhibitor	N370S GC mod	KAT2A inh	canonical_smiles
-3%	4%	-4%	CC/C(=N\NC(=O)c1csc(C)c1C)c1cccs1
-4%	·	-3%	Cc1nc2sc(C(=O)N(C)c3ccccc3)c(NC(=O)c3ccccc3Cl)c2c(C)c1C
19%	·	19%	CC(C)(C)C1CCc2c(sc(NC(=O)c3cc(-c4ccc(F)cc4)on3)c2C#N)C1 (centres undefined)
0%	12%	2%	CCCN1CCc2[nH]c(=S)[nH]c(=O)c2C1
-11%	2%	-4%	NC(=O)CSc1nnc(COc2ccccc2)n1N
4%	3%	-7%	COc1ccc(Cl)cc1NC(=O)C1CCCN(S(=O)(=O)c2cccc3nonc23)C1 (centres undefined)
-11%	·	6%	CCCCN(C(=O)CSCC(=O)Nc1ccc(C)cc1)c1c(N)n(CC(C)C)c(=O)[nH]c1=O

As entered above.
Reading for `Cc1coc2cc3oc(=O)c(CC(=O)NCCc4ccccc4)c(C)c3cc12` under KAT2A inh: 1%
Reading for `Cc1cc(C)cc(C(=O)NCc2ccc3c(c2)OCO3)c1` under N370S GC mod: -3%

More results:
FEN1 inhibitor	N370S GC mod	KAT2A inh	canonical_smiles
-4%	6%	?	O=C(CSc1ncccn1)Nc1ccc(S(=O)(=O)N2CCCCC2)cc1
1%	-26%	3%	CCn1ccnc1CN(C)C(=O)c1cc(COc2ccc(OC)c3ccccc23)on1
-4%	2%	-3%	O=C(N/N=C/c1cccs1)c1n[nH]c2c1CCC2
-9%&4%	-22%	-1%&-9%	O=C(Nc1nnc(S(=O)(=O)Nc2ccccc2)s1)c1ccccc1Cl
-13%	-2%	-19%	OCC[C@H]1C[C@@H](O)[C@H](O)[C@]2(OCCc3ccccc32)O1
-11%	4%	-4%	COc1ccc(C2C(C(C)=O)=C(O)C(=O)N2c2nccs2)c(OC)c1 (centres undefined)
-6%	18%	6%	O=C(OCc1cccc(F)c1)c1ccc2c(c1)-c1ccccc1C2=O
-22%	·	-3%	CC(=O)Nc1ccc(Nc2ncnc3sc4c(c23)CCCC4)cc1
-3%	2%	-2%	CC1(C)CC(=O)C2=C(C1)NC(=O)CC2c1ccccc1F (centres undefined)
11%	-8%	-6%	O=C(O)CC/C(=N/Nc1ncc(C(F)(F)F)cc1Cl)C(=O)O
-2%	·	-3%	CCCCSc1nc(C)[nH]c1[N+](=O)[O-]
15%	·	0%	CCN(C[C@H]1N[C@@](C)(C(=O)OC)[C@H]2C(=O)N(C)C(=O)[C@@H]12)S(=O)(=O)c1ccc(OC(F)(F)F)cc1
4%	-3%	-4%	CCO[C@@H]1OC(C(N)=O)=C[C@H](c2cn(C(C)=O)c3ccccc23)[C@H]1CCCO
-5%	8%	-4%	COc1cc(O)oc1C=Nc1ccccc1
-3%	5%	·	COC(=O)Cc1c(C)c2c(O)cc(C)cc2oc1=O
-3%	2%	0%	c1ccc(-c2csc3ncnc(N4CCOCC4)c23)cc1
-16%	0%	0%	O=C(N/N=C/c1ccoc1)c1ccc([N+](=O)[O-])cc1
-8%	-4%	2%	O=C(O)CSc1nc2c(c(=O)[nH]1)CCCC2
5%	11%	-19%	CCC1CCCCN1Cc1ccc(N)cc1 (centres undefined)
10%	?	3%	COc1ccccc1OCCNC(=O)Nc1ccc(Br)cc1
-17%	-21%	-3%	Cc1cc(-c2nnc(SCC(=O)Nc3ccc(Cl)cn3)n2N)n[nH]1
-1%	·	-8%	Cc1ccc(NC(=O)CSCC(=O)N(C)Cc2ccc(Cl)c(Cl)c2)cc1
-2%	7%	-4%	O=C(O)c1ccc(OC2CSC2)cc1
0%	-3%	-1%	Cc1ccc(-n2c(C)n[nH]c2=S)cc1
-11%	·	-4%	COc1ccc(-c2csc(-c3c(N)c(C(=O)c4ccc(OC)c(OC)c4)n4ccccc34)n2)cc1

Grouped by structure, those above with an aryl methoxy group.
FEN1 inhibitor	N370S GC mod	KAT2A inh	canonical_smiles
-3%	17%	-4%	COc1ccc(/C=N/NC(=O)c2ccco2)cc1Cn1nc(C)cc1C
-9%	8%	-2%	COc1ccc(Br)c(C(=O)Nc2cccc(Cl)c2Cl)c1
2%	4%	-11%	CCCNC(=O)CN1C(=O)NC2(CCCc3cc(OC)ccc32)C1=O (centres undefined)
13%	-3%	-1%	COc1cc2c(cc1OC)C(c1cccc([N+](=O)[O-])c1)N(C(=O)CCC(=O)O)CC2 (centres undefined)
4%	3%	-7%	COc1ccc(Cl)cc1NC(=O)C1CCCN(S(=O)(=O)c2cccc3nonc23)C1 (centres undefined)
1%	-26%	3%	CCn1ccnc1CN(C)C(=O)c1cc(COc2ccc(OC)c3ccccc23)on1
-11%	4%	-4%	COc1ccc(C2C(C(C)=O)=C(O)C(=O)N2c2nccs2)c(OC)c1 (centres undefined)
-5%	8%	-4%	COc1cc(O)oc1C=Nc1ccccc1
10%	?	3%	COc1ccccc1OCCNC(=O)Nc1ccc(Br)cc1
-11%	·	-4%	COc1ccc(-c2csc(-c3c(N)c(C(=O)c4ccc(OC)c(OC)c4)n4ccccc34)n2)cc1

The listing continues:
FEN1 inhibitor	N370S GC mod	KAT2A inh	canonical_smiles
5%	-17%	-2%	Cc1ccc(C)c(S(=O)(=O)N2CCCC2CNC(=O)C(=O)NCc2ccco2)c1 (centres undefined)
-6%	-20%	2%	CCCCC#Cc1ccc2c(c1)COc1c3ccccc3nn1-2
12%	6%	-13%	CCOC(=O)c1c(C)nn(Cc2cccc(Cl)c2)c1N
6%	-2%	0%	CCNC(=O)NC(=O)COC(=O)CCCSc1nc2ccccc2[nH]1
14%	5%	1%	O=C(CSc1nnc(C2COc3ccccc3O2)o1)N1CCCC1 (centres undefined)
-17%&-2%	3%	-9%	CCOc1ccc(CCNC(=O)c2cc3sccc3n2CC)cc1OCC
16%	·	-6%	COc1cc(C(=O)Nc2cccc(C)n2)ccc1OCC(=O)N1CCOCC1
-9%	11%	30%[activator]	COc1ccc(-c2cc(Nc3ccccc3NC(=O)C(F)(F)F)n(CCC#N)n2)cc1
-5%	-2%	-5%	CC(C)Cc1nc2sc3c(=O)[nH]cnc3c2c2c1CCC2
-18%	?	-3%	Cc1ccc2nc(SCC(=O)NCc3ccco3)c(C)cc2c1
-8%	-5%	-3%	COc1ccc(N2CCN(C(=O)CCc3cc(OC)c(OC)c(OC)c3)CC2)cc1
4%	10%	0%	CC(=O)c1cnc2c(-c3ccccc3)cnn2c1C
0%	·	9%	COc1ccc(C)cc1NC(=O)c1oc2ccc(S(=O)(=O)N(C)C3CCCCC3)cc2c1C
-10%	3%	3%	CCCCCc1c(C)nc(N2CCOCC2)[nH]c1=O
18%	·	0%	Cn1c(=O)c2c(nc(Oc3ccc(F)cc3)n2Cc2ccc(F)cc2)n(C)c1=O
21%	-5%	-4%	CCOCCCNC(=O)c1cn(CC)c2ccc(S(=O)(=O)N3CCC(C)CC3)cc2c1=O
9%	-14%	-14%	CN1CCN(CCC(=O)N/N=C/c2cc([N+](=O)[O-])ccc2OC(F)F)CC1
2%	-30%	-12%	CCN1CCCC1CNC(=O)c1ccc(Sc2ccccc2Cl)c([N+](=O)[O-])c1 (centres undefined)
5%	·	-2%	COc1ccc(CC(=O)NC2=NCCS2)cc1
-5%	-7%	-3%	CCn1c(C)cc2c(c1=O)C(c1ccc3c(c1)OCO3)C(C#N)=C(N)O2 (centres undefined)
3%	-6%	-10%	COC(=O)c1cc(C(=O)c2cc(Cl)ccc2O)coc1=N
3%	13%	1%	CC(=O)NNC(=O)c1ccncc1
-1%	5%	-4%	O=C(CC12CC3CC(CC(C3)C1)C2)NCO
-9%	-1%	-23%	COc1cc(/C=N/N=C2/NC(=O)C(c3ccccc3)S2)ccc1O (centres undefined)
·	6%	-1%	CC(=O)N1CCN(CC(=O)O)CC1
3%	6%	1%	CSc1nnc(SCC2=NNC(=O)SC2)s1
-15%	·	-1%	COC(=O)C(Cc1c[nH]c2ccccc12)NC(=O)CNC(C)=O (centres undefined)
13%	3%	3%	CCCc1sc(N2CCCC(C(N)=O)C2)nc1-c1ccccc1 (centres undefined)
-2%	1%	2%	COc1ccc(S(=O)(=O)N2CCCOC2CNC(=O)C(=O)NCc2ccccc2F)cc1C (centres undefined)
11%	-12%	2%	CCOc1ccc(CCNC(=O)COC(=O)/C=C/c2ccc(OC(F)F)c(OC)c2)cc1OCC
9%	-14%[12.8 µM]	-9%	C=CCN1c2ccccc2[C@]23C[C@@H](C(=O)OC)N(C(C)=O)C2=NC(C(=O)OC)=C(C(=O)OC)[C@H]13

Rows were taken by chance. About 0.54% of those tested had a hit in this group.
